Screens: PubChem BioAssay, National Center for Advancing Translational Sciences (NCATS)
KAT2A inh = qHTS Assay for Inhibitors of GCN5L2; Histone acetyltransferase KAT2A (Homo sapiens), Q92830; GCN5L2 HAT assay, ThioGlo1 CoA-SH fluorescence; Potency, µM (top dose mostly 58.9 µM), for the others: top-dose activity change, negative = inhibition, usual class: inhibitors; 390,000 tested, 0.21% active; AID 504327, 2011
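Preincubate 20nM GCN5L2 with compound 15 min, RT → add 50uM ThioGlo1 + 75uM H3(1-25) + 70uM acetyl-CoA → read fluorescence 0 and 20 min. Primary qHTS; fluorescent artifacts likely.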
N370S GC mod = qHTS Assay for Inhibitors and Activators of N370S glucocerebrosidase as a Potential Chaperone Treatment of Gaucher Disease | Lysosomal acid glucosylceramidase (Homo sapiens), P04062 | N370S GC spleen homogenate, 4MU-glucoside fluorescence | Potency, µM (series often up to 59.4 µM), inactives show top-dose activity change, negative = inhibition, hits mostly inhibitors | 330,000 tested, 0.092% active;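 further: 0% = full enzyme activity and -100% = no enzyme basal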
FEN1 inh = qHTS Assay for the Inhibitors of Human Flap endonuclease 1 (FEN1); Recombinant FEN1 flap cleavage, fluorescence, 15 min; AID 588795, 2011; Potency, µM (titrated, usually from 114 µM), for inactives: at the highest dose activity change, negative = inhibition, most hits filed as inhibitors; 390,000 tested, 0.35% active; P39748; further: nearly all actives have a fitted effect of over 65% in size
Target sequence (P39748 whole entry, looked up): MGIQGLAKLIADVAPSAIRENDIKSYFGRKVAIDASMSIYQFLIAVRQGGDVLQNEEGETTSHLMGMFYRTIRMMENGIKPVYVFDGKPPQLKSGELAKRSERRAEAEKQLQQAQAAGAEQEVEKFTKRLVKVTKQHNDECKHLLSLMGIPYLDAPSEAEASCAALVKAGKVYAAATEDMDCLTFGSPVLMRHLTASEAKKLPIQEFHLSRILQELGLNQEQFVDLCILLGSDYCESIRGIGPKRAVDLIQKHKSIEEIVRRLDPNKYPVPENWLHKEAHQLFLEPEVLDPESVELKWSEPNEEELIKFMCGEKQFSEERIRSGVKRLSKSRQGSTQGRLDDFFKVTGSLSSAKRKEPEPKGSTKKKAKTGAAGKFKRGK
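Potency values derive from four-parameter Hill fits of normalized qHTS data. The reaction used 10 nM FEN1 preincubated 15 min at room temperature with compound, then 50 nM DNA substrate, read at 0 and 15 min.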
Active calls of the source: *; ? = inconclusive; · = not tested or not shown; & = joins results of further samples; [ ] = another dose, or the depositor's remark. The call rests on the fitted dose curve; in most records, active means well fitted curve in the direction sought with a large enough effect; inconclusive means small, poorly fitted or top-dose-only effect, or another doubt; inactive means no such curve, though single readings can be large; an effect the other way counts as inactive or inconclusive. Unless noted, on the % scale 0 is the no-effect control and ±100 the full control effect; potency means the concentration at half of the fitted maximal effect.

SMILES | KAT2A inh | N370S GC mod | FEN1 inh
CC(C)(C)C(=O)O/N=C(\N)c1c(Cl)cccc1Cl | 0% | 2% | -1%
COC(=O)c1ccc(C(=O)Nc2ccc(C(C)C)cc2N)cc1 | 0% | -6% | 0%
COc1ccc(-c2noc(CSCC(=O)Nc3cc(OC)c(OC)c(OC)c3)n2)cc1OC | -8% | · | 16%
CCC1CC(/C(C)=N/NC(N)=O)OC1=O (stereo not given) | -1% | 2% | 2%
CC(=O)Nc1ccc(C2=CC(=O)C[C@H](c3ccc4c(c3)OCO4)C2)cc1 | -7% | · | -1%
COc1ccc(OC)c(NC(=O)COc2ccc(S(=O)(=O)N3CCCC3)cc2)c1 | -6% | 0% | 9%
CC(C)C1Oc2ccccc2N(CC(=O)NC2CCCCC2)C1=O (stereo not given) | 1% | -5% | -10%
COc1ccc(-c2ccc(=O)n(CC(=O)Nc3cc(OC)ccc3OC)n2)cc1 | -4% | · | -11%
O=C(O)COc1ccc(Br)cc1CP(=O)(c1ccccc1)c1ccccc1 | -2% | 15% | -13%
COc1ccc(C(=O)NC(=S)Nc2ccc(N3CCOCC3)cc2)cc1Cl | -10% | -12% | -19%
CCn1cc(C(=O)O)c(=O)c2cc(F)c(N3CCN(S(=O)(=O)c4ccc(NC(C)=O)cc4)CC3)cc21 | -29% | -18% | ?
O=C(NCCN1CCOCC1)c1cc(-c2ccc(F)cc2)on1 | -3% | -8% | -11%
CC1CN(C(=O)COC(=O)c2ccc(NC(=O)CC#N)cc2)CC(C)O1 (stereo not given) | -5% | 2% | -17%
CCc1nnc(NC(=O)c2ccc(C)o2)s1 | ? | -5% | 17%
CSc1ccc(NC(=O)/C=C/C(=O)O)cc1 | -2% | 10% | 0%
CCCN(CCC)C(=O)Cn1c(=O)n(-c2ccc(CC)cc2)c(=O)c2c3c(sc21)CCC3 | 0% | · | 16%
COc1ccc(C(=O)Nc2ccccc2C(=O)O)cc1NC(=O)C(c1ccccc1)c1ccccc1 | -28% | -15% | -21%
Cc1ccc(Cl)cc1N1CCN(C(=O)C2(S(=O)(=O)c3ccc(Cl)cc3)CC2)CC1 | -8% | -2% | -24%
O=C(CNC(=O)N1CC(=O)Nc2ccccc21)Nc1cc(Cl)ccc1Cl | -5% | 7% | 40µM*
CCOC(=O)C1=C(N)OC2=C(C(=O)CC(C)(C)C2)C1C1CCCCC1 (stereo not given) | -13% | 10% | -23%
CN1CCN(S(=O)(=O)c2ccc(NC(=S)NC(=O)c3ccc(Cl)cc3)cc2)CC1 | -8% | -20% | -14%
CC(C)[C@H](NC(=O)c1ccc(Cl)c([N+](=O)[O-])c1)C(=O)NCc1ccc(Cl)cc1Cl | -3% | 15% | -7%
Cc1nn(-c2ccccc2)c(N2CCCC2)c1/C=N/NC(=O)c1cc(-c2cccs2)nc2ccccc12 | 25% | 5% | -15%
NC(=O)[C@@H]1CCCN1Cc1nc(-c2cccs2)no1 | 3% | -10% | 9%
CCCn1c(O)c(N=NC(=O)CNC(=O)c2cccnc2)c2ccccc21 | -6% | -3% | 14%
CC(=O)Nc1ccc(S(=O)(=O)N2CCN(C(=O)C3COc4ccccc4O3)CC2)cc1 (stereo not given) | -2% | -9% | -2%
CN(CCOc1ccccc1)c1ccc(S(=O)(=O)N2CCCCC2)cn1 | -15% | ? | -3%
CC(=O)N(CCc1ccccc1C)Cc1cc2ccc(C)cc2[nH]c1=O | -15% | ? | 1%
COc1ccc(NC(=O)Cn2ccn(Cc3ccccc3)c(=O)c2=O)cc1Cl | -12% | · | -8%
C[C@@H](C(=O)Nc1nc(-c2ccccn2)cs1)N1C(=O)C2CCCCC2C1=O (stereo not given in full) | ? | 13% | 18%

5 of the compounds above, with values under each structure.
Each structure is followed by: KAT2A inh, N370S GC mod, FEN1 inh
> Cc1nn(-c2ccccc2)c(N2CCCC2)c1/C=N/NC(=O)c1cc(-c2cccs2)nc2ccccc12
    25%, 5%, -15%
> NC(=O)[C@@H]1CCCN1Cc1nc(-c2cccs2)no1
    3%, -10%, 9%
> CCCn1c(O)c(N=NC(=O)CNC(=O)c2cccnc2)c2ccccc21
    -6%, -3%, 14%
> CC(=O)Nc1ccc(S(=O)(=O)N2CCN(C(=O)C3COc4ccccc4O3)CC2)cc1 (stereo not given)
    -2%, -9%, -2%
> CN(CCOc1ccccc1)c1ccc(S(=O)(=O)N2CCCCC2)cn1
    -15%, ?, -3%

Carrying on.
SMILES | KAT2A inh | N370S GC mod | FEN1 inh
COCCNC(=S)N1CCCC(CO)C1 (stereo not given) | 3% | 12% | 0%
Cc1cccc(NC(=O)c2ccc(-n3cnc4cccnc43)cc2)c1C | 1% | · | 3%
CC(=O)Nc1ccc(S(=O)(=O)N(C)c2ccccc2)cc1 | -2% | -6% | -17%
O=C(Nc1ccc2c(c1)OCO2)[C@@H]1CCCN1S(=O)(=O)c1cccc2cccnc12 | 1% | -15% | -6%
CCC(=O)NC(=S)Nc1ccc(NC(=O)c2ccccc2[N+](=O)[O-])cc1 | 25% | -4% | 2%
CCN(CC)CCn1c(NCc2ccc(OC)cc2)nc2ccccc21 | · | 1% | -7%
CN(C)c1ccc(CN(C(=O)c2cc3ccccc3oc2=O)C2CCS(=O)(=O)C2)cc1 (stereo not given) | -9% | -6% | 38%
O=S(=O)(c1c(F)cccc1F)N1CCCC2CCCCC21 (stereo not given) | -4% | · | -13%
Cc1nn(-c2ccccc2)c(N)c1C(c1ccccc1)c1c(C)nn(-c2ccccc2)c1N | 13% | -9% | 4%
COc1ccccc1-c1nnc2sc(C3CCCCC3)nn12 | -4% | 4% | 2%
CCOc1ccc(NC(=O)CCc2c(C)noc2C)cc1OC | -2% | · | -11%
CCOc1ccc(NC(=O)C(NC(=O)C2CCC(C)CC2)C(C)C)cc1 (stereo not given) | 1%&1% | -14% | -2%&-3%
CCN(CC)S(=O)(=O)c1ccc(N2CCOCC2)c(NC(=O)c2ccc3c(c2)OCCO3)c1 | -5% | ? | 8%
CCOC(=O)C1CCN(C(=O)C2(NC(=O)Nc3ccccc3C)CCCCC2)CC1 | -2% | -11% | 2%
O=C(O)C1CCC(N2C(=O)C3C4CCC(C4)C3C2=O)CC1 (stereo not given) | -2% | -3% | -2%

Three compounds out of the list above, sorted by their value in KAT2A inh, descending:
molecule,KAT2A inh,N370S GC mod
O=C(Nc1ccc2c(c1)OCO2)[C@@H]1CCCN1S(=O)(=O)c1cccc2cccnc12,1%,-15%
CCN(CC)S(=O)(=O)c1ccc(N2CCOCC2)c(NC(=O)c2ccc3c(c2)OCCO3)c1,-5%,?
CN(C)c1ccc(CN(C(=O)c2cc3ccccc3oc2=O)C2CCS(=O)(=O)C2)cc1 (stereo not given),-9%,-6%

(further entries)
SMILES | KAT2A inh | N370S GC mod | FEN1 inh
O=C(NCc1ccccc1)C1=C[C@H](c2csc3ccccc23)C[C@H](OCc2ccc(CO)cc2)O1 | -14% | 22% | -17%
O=C(Cn1ncn2c(cc3cc(F)ccc32)c1=O)NC1CCCCC1 | -4% | · | -1%
Cc1cc(C)c(NC(=O)c2nc3ccccc3nc2N2CCCCC2)c(C)c1 | 2% | · | -2%
CCOc1ccccc1Nc1nnc(SC(C)C(=O)Nc2nc(-c3ccccc3)cs2)s1 (stereo not given) | -7% | -29% | 7%
COc1ccc(C(=O)N2CCC3(CC2)CN(C(=O)NC(C)C)C3)cc1 | 8% | 2% | ·
Cn1c(=NC(=O)C2=NNC(=O)CC2)sc2ccccc21 | -8% | -15% | -2%
Cc1ccccc1CSCCNC(=O)Nc1ccccc1 | -10% | ? | 13%
CC(NC(=O)c1ccco1)C(c1cccs1)N1CCN(c2ccccc2)CC1 (stereo not given) | -5% | -6% | 10%
CC(=O)c1ccc(N2CCN(C(=O)c3ccc(Cl)c(NC4=NC5CS(=O)(=O)CC5S4)c3)CC2)cc1 (stereo not given) | -10% | -4% | -3%
CN(C)S(=O)(=O)c1ccc2c(c1)Cc1cc(S(=O)(=O)N(C)C)ccc1-2 | -16% | -4% | -5%
O=c1cc(Cc2nnc(SCc3ccccc3)n2-c2ccc(Cl)cc2)[nH]c(=O)[nH]1 | -5% | 0% | 9%
O=C(O)c1ccc(-c2nc(-c3ccccc3)c(-c3cccs3)[nH]2)cc1 | ? | 9% | 4%
Clc1ccc(-c2noc(CN3CCN(c4ccccc4)CC3)n2)cc1 | -15% | 2% | -5%
Cn1c2ccccc2c2cc(/C=C(\NC(=O)c3ccccc3)C(=O)O)ccc21 | -3% | 7% | 5%
CCc1ccc(C(=O)NC2=NC(c3ccccc3F)CC(=O)N2)cc1 (stereo not given) | -5% | · | -4%

Single records, from the list above.
`O=C(NCc1ccccc1)C1=C[C@H](c2csc3ccccc23)C[C@H](OCc2ccc(CO)cc2)O1` as listed: KAT2A inh: -14%; N370S GC mod: 22%; FEN1 inh: -17%
`CC(NC(=O)c1ccco1)C(c1cccs1)N1CCN(c2ccccc2)CC1` (stereo not given) as listed: KAT2A inh: -5%; N370S GC mod: -6%; FEN1 inh: 10%

Later entries.
SMILES | KAT2A inh | N370S GC mod | FEN1 inh
COCCn1c(C)cc(C(=O)COC(=O)c2ccc([N+](=O)[O-])o2)c1C | -2% | 23% | ?
O=C(CCn1c(=S)[nH]c2ccccc2c1=O)NCCc1ccccc1 | 0% | -3% | -7%
COc1ccc(Cl)cc1S(=O)(=O)Nc1cccc(-c2ccc(N3CCOCC3)nn2)c1 | 15% | · | 3%
COc1ccc(CC(CC(=O)O)C(=O)NCc2ccccc2)cc1 (stereo not given) | 6% | -20% | -13%
c1ccc(-c2nnc3sc(-c4csc5c4CCCC5)nn23)cc1 | ? | 9% | -6%
N#CC(C#N)=C1CCc2ccccc2N1 | 0% | 0% | -7%
O=S(=O)(c1ccc(N2CCOCC2)cc1)N1CCOCC1 | · | -4% | -4%
COc1cccc2cc(C(=O)N3CCN(C45CC6CC(CC(C6)C4)C5)CC3)c(=O)oc12 | -7% | -1% | -12%
OC1CCN(c2ncnc3c2nnn3Cc2c(F)cccc2Cl)CC1 | -4% | 4% | 6%
O=C(COC(=O)Cc1ccc(-c2ccccc2)cc1)NCc1ccc(F)cc1 | 0% | 6% | 7%
Clc1cccc(-c2nnc(SC/C=C/c3ccccc3)n2Cc2ccco2)c1 | 1% | · | 4%
COc1cc(-c2n[nH]c(=S)n2-c2cc(C(F)(F)F)ccc2Cl)cc(OC)c1OC | 3% | -6% | 2%
COc1cc(Cl)c(C)cc1NC(=O)c1cnc(N2CCCCC2)c2ccccc12 | -9% | · | -5%
Cc1cccc(NC(=O)CN2CCN(C(=O)c3c(C)nn(Cc4ccccc4)c3C)CC2)c1C | -1% | · | 1%
Cc1c(Cl)ccc(S(=O)(=O)NCCN2CCOCC2)c1Cl | 1% | -18% | -4%
O=C(NCc1ccccc1)/C(=C\c1ccc([N+](=O)[O-])cc1)NC(=O)c1ccco1 | -16% | -18% | 2%
COC(=O)C1=C(C)N(Cc2ccccc2)C(=NCC(C)C)N[C@H]1c1ccccc1 | 2%&-5% | -1%&-2% | -7%
CCCn1c(=O)c2ccccc2n2c(SCC(=O)c3ccccc3)nnc12 | -13% | 5% | 1%
Cc1ccc(S(=O)(=O)NCC(=O)OCC(=O)N(C)C2CCCCC2)cc1 | 2% | · | 3%
O=C(NCCNC(=O)c1cccs1)c1ccco1 | -7%[0.501 µM] | -1% | 1%
Cc1cccc(NC(=O)CC2C(=O)NC3CCCCC3N2C(=O)c2ccccc2Cl)c1 (stereo not given) | 1% | -13% | 0%
COc1cc(C2Nc3ccc4ncccc4c3C3=C2C(=O)CCC3)ccc1O (stereo not given) | -6% | 7% | -20%
COCCN(C(=O)C1CCCO1)c1c(N)n(CC(C)C)c(=O)[nH]c1=O (stereo not given) | 2% | · | -1%
Cc1ccc(CNS(=O)(=O)c2ccc(Br)s2)cc1 | -3% | 2% | 8%
CCOc1ccc(S(=O)(=O)N2CCC(C(=O)NCc3ccco3)CC2)cc1C | 0% | -3% | -3%
COc1ccc(-c2cc3nc(-c4ccccc4)cc(N4CCC(O)CC4)n3n2)cc1 | -7% | ? | 0%
O=C1CC(c2ccccc2)CC(O)=C1C=NCCCO (stereo not given) | -4% | 7% | 10%
CCCc1cc(=O)oc2cc(OCC(=O)NCC(O)c3ccccc3)ccc12 (stereo not given) | -6% | 2% | -4%
COc1ccccc1OCCSc1nc(-c2ccc(C(C)(C)C)cc2)nc2cc(=O)[nH]n12 | 5% | · | -27%
CC(=O)c1ccc(N(CC(=O)NC2CCCCC2)C(=O)CNC(=O)c2cccs2)cc1 | -2% | -11% | 2%
COCCn1c(SCC(=O)N2CCCC2)nnc1C(C)C | -11% | -13% | -11%
NC(=O)N/N=C/c1coc2ccc3ccccc3c2c1=O | -3% | 4% | 8%
O=C1NC(=O)C(c2ccccc2[N+](=O)[O-])=C1Nc1ccc(O)c(Cl)c1 | ? | ? | -11%
COc1ccccc1C(=O)N/C(=C/c1cccc([N+](=O)[O-])c1)C(=O)Nc1cccc(C(=O)O)c1 | -5% | 5% | 0%
CS(=O)(=O)c1cccc(C(=O)NC(c2ccccc2)c2ccccc2)c1 | -11% | 4% | -5%

Only part of the results is shown; rates above refer to the full screens.
